OX1R FRET antag – OX1R (human) antagonism; AID 485270; OX1R-expressing cells, FRET antagonist read-out; inhibition, % at 6.6 µM; hit rate 1.8% among 330,000; O43613; in the data active = inhibition mostly above about 38%, no sharp cut-off; inactive = mostly below about 40%;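 also: 0% = agonist challenge alone and 100% = reference antagonist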
Target sequence (O43613 whole entry, looked up): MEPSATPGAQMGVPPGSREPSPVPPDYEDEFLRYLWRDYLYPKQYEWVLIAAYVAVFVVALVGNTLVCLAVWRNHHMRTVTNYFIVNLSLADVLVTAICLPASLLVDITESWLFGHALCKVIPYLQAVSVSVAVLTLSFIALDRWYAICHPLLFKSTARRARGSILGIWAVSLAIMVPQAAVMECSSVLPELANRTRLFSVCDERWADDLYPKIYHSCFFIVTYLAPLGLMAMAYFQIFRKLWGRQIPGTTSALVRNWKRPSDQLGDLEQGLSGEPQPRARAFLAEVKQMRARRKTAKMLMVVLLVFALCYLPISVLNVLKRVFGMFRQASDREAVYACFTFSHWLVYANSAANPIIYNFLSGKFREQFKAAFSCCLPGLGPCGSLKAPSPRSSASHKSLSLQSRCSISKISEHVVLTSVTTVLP
STK33 inh – inhibitors of human STK33 kinase | Q9BYT3 | purified STK33, MBP phosphorylation, ADP-Glo luminescence | inhibition, % at 10 µM | hit rate 0.073% among 320,000 | AID 2661;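 active = inhibition at or above 25%, using the most active replicate where run in duplicate; inactive = inhibition below 25%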
Target sequence (Q9BYT3 whole entry, looked up): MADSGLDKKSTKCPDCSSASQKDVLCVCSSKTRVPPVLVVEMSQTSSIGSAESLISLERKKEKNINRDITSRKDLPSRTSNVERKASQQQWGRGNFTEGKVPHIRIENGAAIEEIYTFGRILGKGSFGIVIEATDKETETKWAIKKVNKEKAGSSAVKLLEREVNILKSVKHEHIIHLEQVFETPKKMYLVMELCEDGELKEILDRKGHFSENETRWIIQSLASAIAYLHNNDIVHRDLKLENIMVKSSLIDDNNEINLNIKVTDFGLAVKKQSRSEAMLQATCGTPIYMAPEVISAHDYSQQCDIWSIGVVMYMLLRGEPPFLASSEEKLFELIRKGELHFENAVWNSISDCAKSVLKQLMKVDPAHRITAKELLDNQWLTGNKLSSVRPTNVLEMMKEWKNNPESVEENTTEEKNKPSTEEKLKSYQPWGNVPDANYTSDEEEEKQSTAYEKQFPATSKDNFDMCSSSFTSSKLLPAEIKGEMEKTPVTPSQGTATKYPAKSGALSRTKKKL
KCNQ2 inh – KCNQ2 potassium channel inhibitors, primary screen, cell-based, CHO-K1, FluxOR thallium flux, B-score (AID 2156); 20 min; hits give low values; B-score at 10 µM; hit rate 1.1% among 310,000;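 active = fluorescence ratio B-score at most minus 3 library SDs, with starting brightness B-score within 2 library SDs, cut at about -5.5 in these data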
Starred values were filed as active, the others as inactive; i = inactive; nt = not tested or not shown; & = joins results of further samples.

KCNQ2 inh | OX1R FRET antag | STK33 inh | structure
i | 53* | -1.7 | O=C(Oc1c(Br)cc([N+](=O)[O-])cc1Br)c1cccnc1
i | 34 | 6.1 | O=C(N/N=C/c1ccc(O)cc1)Nc1cccc2nsnc12
i | 25 | 0.4 | Cc1ccc2nc3n(c(=O)c2c1)CCCCC3
i | 10 | -0.8 | NC(=S)N=Nc1c(O)n(Cc2ccc(F)cc2)c2ccccc12
i | 10 | -3.0 | CSc1ccccc1NC(=O)COc1nsnc1N1CCOCC1
i | 1 | -0.5 | CCCCn1nnnc1SCC(=O)c1cc(Cl)ccc1OC
i | 10 | 1.0 | O=C(Nc1cccnc1)c1cccnc1Cl
i | 10 | 2.0 | O=C(O)C(Cc1c[nH]c2ccccc12)N1C(=O)c2ccccc2C1=O (stereo not given)
i | 15 | -1.6 | Cc1cc(C)n2nnnc2n1
i | 6 | 7.6 | Cc1ccc(-n2nc3ccc(NC(=O)/C=C/c4ccco4)cc3n2)cc1
i | 4 | -0.7 | O=C(CCc1ccccc1)c1nnc(-c2ccccc2)o1
i | 12 | 1.2 | CCC(c1nnnn1CCc1ccccc1)N1CCN(c2ccc(OC)cc2)CC1 (stereo not given)
i | 28 | -0.2 | COc1ccc(C(C(=O)NC(C)(C)C)N(C(=O)CCC(=O)Nc2cc(C)on2)c2ccccc2F)cc1 (stereo not given)
i | 14 | -0.9 | CCOc1ccc(CCNC(=O)CS(=O)(=O)Cc2nc(-c3ccc(OC)cc3)oc2C)cc1
i | 12 | 0.4 | CCS(=O)(=O)n1nc(-c2ccccc2)nc1NCc1ccco1

Copied from the results shown, two compounds:
KCNQ2 inh | OX1R FRET antag | STK33 inh | structure
i | 1 | -0.5 | CCCCn1nnnc1SCC(=O)c1cc(Cl)ccc1OC
i | 10 | 1.0 | O=C(Nc1cccnc1)c1cccnc1Cl

Later entries:
KCNQ2 inh | OX1R FRET antag | STK33 inh | structure
-8.3* | 18 | -0.3 | Cc1ccccc1NC(C)C(=O)N/N=C/c1ccccc1OCc1cccc(Br)c1 (stereo not given)
nt | 10 | -0.4 | CCOc1ncccc1C(=O)Nc1cc(S(=O)(=O)N(CC)CC)ccc1N1CCOCC1
i | 2 | -1.1 | CN(CCO)c1nc(N)c(C#N)c(CC#N)c1C#N
i | 46 | -0.6 | O=C(/C=C/c1ccc([N+](=O)[O-])cc1)NCc1ccco1
i | 24 | 1.4 | COc1ccc(-c2nc(-c3ccc(C(=O)O)cc3)no2)cc1
i | 18 | 0.1 | Cn1cnnc1SCC(=O)Nc1ccccc1F
i | 3 | -0.3 | CCS(=O)(=O)c1ccc(O)c(NC(=O)Nc2cccc3ccccc23)c1
i | 18 | 0.2 | CCOc1ccc(NC(=O)C/C(C)=N/NC(=O)COc2ccc(Br)cc2C)cc1
i | 7 | -0.8 | Cc1cc(C(F)F)n2nc(C(=O)Nc3ccc(S(=O)(=O)N4CCCCCC4)cc3)nc2n1
nt | 3 | -0.2 | COC(=O)[C@]1(Cc2ccccc2)N[C@H](CN(C)C(=O)Nc2ccc(F)cc2)[C@@H]2C(=O)N(C)C(=O)[C@@H]21
i | 7 | 0.9 | O=c1[nH]nnc2c1sc1nc(N3CCOCC3)c3c(c12)CCCC3
i | 72* | -1.5 | CN(Cc1c(C(=O)N/N=C/c2ccccc2)nnn1-c1nonc1N)c1ccccc1
i | -6 | 1.7 | COc1ccc(Cl)cc1N(C(C)=O)c1nc(C)cc(C)c1C#N
i | 14 | -1.4 | Cn1c(-c2nnn(-c3ccc(F)cc3)n2)cc2ccccc21
i | 18 | 0.1 | CCCCNC(=O)c1cc2c(=O)n3cccc(C)c3nc2s1

New compounds follow
KCNQ2 inh | OX1R FRET antag | STK33 inh | structure
i | 20 | -0.2 | COC(=O)/C=C/c1ccc(-n2ccnc2)cc1
i | 20 | -1.0 | Cc1cc(C)nc(NN2C(=O)/C(=C/c3ccccc3)SC2=S)n1
i | -1 | -0.6 | CNC(=O)c1ccccc1F
i | 1 | -0.8 | COc1ccccc1CNC(=O)CN1C(=O)NC(C)(c2ccc(C(C)(C)C)cc2)C1=O (stereo not given)
i | 2 | -1.6 | O=C(N/N=C/c1cc(Br)c(O)c(Br)c1)c1cccnc1
i | 22 | -1.6 | CC1CCCC(NC(=O)C2CCN(S(=O)(=O)c3cccc4nonc34)CC2)C1C (stereo not given)
nt | 11 | -0.9 | O=C(NCC1CCCO1)c1nn2c(c1Cl)NC(c1ccc(F)cc1)CC2C(F)(F)F (stereo not given)
nt | 19 | -0.6 | O=c1c2c([N+](=O)[O-])cc([N+](=O)[O-])cc2sn1-c1ccc(Br)cc1
i | 14 | -1.1 | CN1C(=S)SC(/[N+]([O-])=C/c2cccnc2)C1(C)C (stereo not given)
i | 14 | -0.5 | Cc1cc(C)c2ccc(N)nc2c1O
i | 35 | 0.7 | Cc1cc2nc(-c3ccc(SCC(=O)Nc4ccc(S(=O)(=O)NC5CC5)cc4)nc3)[nH]c2cc1C
i | 25 | -1.6 | CC(C)Oc1ccc2ccccc2c1C=O
i | 9 | -1.2 | CN1CCN(c2ccc(S(=O)(=O)N3CCCCC3)cc2[N+](=O)[O-])CC1
i | 41 | 0.8 | COc1cc(C(=O)Nc2ccc(N(C)C)cc2)c([N+](=O)[O-])cc1OC
i | 34 | 3.7 | COc1ccc(C(=O)Nc2ccc3cn[nH]c3c2)c(OC)c1

(more compounds)
KCNQ2 inh | OX1R FRET antag | STK33 inh | structure
i | -6 | -0.4 | COc1ccc(N2CCN(S(=O)(=O)c3c(C)n(C)c(=O)n(C)c3=O)CC2)cc1
i | 5 | 7.5 | O=C(O)c1[nH]c2ccccc2c1C(c1cc(Cl)cc([N+](=O)[O-])c1O)c1c(C(=O)O)[nH]c2ccccc12
i | 8 | -0.8 | CCOC(=O)c1c(NC(=O)C2CC(Cl)=CCC2C(=O)O)sc2c1CC(C)(C)OC2 (stereo not given)
i | 34 | -1.8 | CCN(CC)S(=O)(=O)c1cccc(C(=O)Nc2ccc3c(c2)OCO3)c1
i | 23 | -1.3 | CC(C)(CSc1ccccn1)NS(=O)(=O)c1ccccc1
i | 28 | -0.4 | COC(=O)c1ccc(NC(=O)CN2CCN(c3ccc(Cl)cc3)CC2)cc1
i | 15 | -3.9 | CCC1CCCCN1C(=O)c1ccc(OC2CCN(Cc3ccccn3)CC2)cc1 (stereo not given)
i | 9 | 0.3 | CN(C)CCCn1c2c(c(SCC(=O)Nc3cccc4ccccc34)nc1=O)CCCC2
i | 0 | -1.9 | Cc1ccc(NC(=O)CC2(CC(=O)O)CCCC2)cc1
i | 18 | 2.3 | COCCn1c(COC)nc2ccccc21
i | 17 | -0.1 | Cc1ccc2oc(=O)n(CC(=O)N3CCOCC3)c2c1
i | 19 | -1.4 | COC/C=C/C1=CC2=CC(=O)C(C)(OC(=O)c3cnc4ccccc4n3)C(=O)C2=CN1CC1CC1 (stereo not given)
i | 7 | -1.2 | CCCN1CCC(CCOc2ccccc2)(C(=O)OCC)CC1
i | 35 | -0.6 | COc1ccc(CCNC(=O)COc2ccc(S(=O)(=O)NCC(C)C)cc2Cl)cc1OC
i | 6 | -0.9 | CC(NCc1ccc(S(N)(=O)=O)cc1)C(=O)N1CCc2ccccc21 (stereo not given)

Other compounds.
KCNQ2 inh | OX1R FRET antag | STK33 inh | structure
i | 20 | -0.7 | O=C(c1ccccc1-c1ncc[nH]1)N1CCc2c([nH]c3ccccc23)C1c1ccccn1 (stereo not given)
i | 30 | 0.5 | COc1cc2c(cc1NC(=O)COC(=O)c1ccccc1)oc1ccccc12
i | 9 | 0.9 | COC(=O)c1ccccc1NC(=O)C(C)n1nc(C)c2c(C)n(-c3ccccc3)nc2c1=O (stereo not given)
i | 35 | -0.3 | Cc1ccc(NS(=O)(=O)c2cccc(C(=O)Nc3cc(C)on3)c2)cc1
nt | 10 | -0.8 | O=C(Nc1ccc(F)c(F)c1)C1CCN(S(=O)(=O)c2cccs2)CC1
i | 10 | 0.8 | CC1CCCN(C(=O)CSc2n[nH]c(-c3cccs3)n2)C1 (stereo not given)
nt | 5 | 0.3 | CC(C)(C)OC(=O)C[C@@H]1C/C=C\C[C@@H](CC(=O)NCCO)C(=O)NC[C@@H](c2ccccc2)OC1=O
i | 11 | -0.7 | O=C1N/C(=N\N=C\c2cccs2)SC1Cc1cccc(Cl)c1 (stereo not given)
nt | -4 | -1.0 | CCCCN(C(=O)C(C)N1C(=O)c2ccccc2C1=O)c1c(N)n(CCCC)c(=O)[nH]c1=O (stereo not given)
i | 5 | 0.8 | O=C(COC(=O)CCNS(=O)(=O)c1cccc(C(F)(F)F)c1)NC(=O)NC1CCCCC1
i | 7 | -2.7 | O=C(Nc1cccc(S(=O)(=O)N2CCCCC2)c1)c1c2c(nc3ccccc13)CCN(Cc1ccccc1)C2
i | 13 | 0.2 | Cc1nc2cc(C(=O)N3CCc4ccccc43)ccc2n1-c1ccc(F)c(F)c1
i | 17 | 0.3 | COc1ccc(CNC(=O)Cc2cn(C)c3ccccc23)c(OC)c1
i | 9 | -0.3 | O=[N+]([O-])c1cnn(-c2nc(-c3ccco3)cc(C(F)(F)F)n2)c1
i | 7 | -2.0 | CC(NCCC1(C(C)C)CCOC(C)(C)C1)c1cccs1 (stereo not given)

Record cards, from the list above. Screens in order: KCNQ2 inh, OX1R FRET antag, STK33 inh
O=C(c1ccccc1-c1ncc[nH]1)N1CCc2c([nH]c3ccccc23)C1c1ccccn1 (stereo not given) is entered as i, 20, -0.7
O=C(COC(=O)CCNS(=O)(=O)c1cccc(C(F)(F)F)c1)NC(=O)NC1CCCCC1 is entered as i, 5, 0.8
COc1cc2c(cc1NC(=O)COC(=O)c1ccccc1)oc1ccccc12 is entered as i, 30, 0.5
COC(=O)c1ccccc1NC(=O)C(C)n1nc(C)c2c(C)n(-c3ccccc3)nc2c1=O (stereo not given) is entered as i, 9, 0.9

Other structures follow.
KCNQ2 inh | OX1R FRET antag | STK33 inh | structure
i | 2 | 0.1 | COc1cccc2c1OCC(CN1CCN(CCC(C)C)C(CCO)C1)=C2 (stereo not given)
i | 17 | 0.8 | COc1ccc(/C=C/C(=O)OCC(=O)c2ccc(S(=O)(=O)N3CCCCC3)cc2)cc1OC
-10* | 21 | 0.5 | COc1ccc2oc(C(=O)N3CCN(C(c4ccccc4)c4ccccc4)CC3)c(C)c2c1
i | 18 | -1.0 | CC1(C)C(=O)N(c2ccccc2Cl)C(=O)c2ccccc21
i | 17 | 0.5 | O=C1CN(C(=O)COC(=O)c2cccc(OCc3ccccc3)c2)c2ccccc2N1
i | 45 | -1.5 | Nc1ccccc1-c1nnn(CC(=O)N2CCCc3ccccc32)n1
nt | 0 | -0.9 | COC(=O)c1cn[nH]c1N
i | 29 | -2.6 | CCn1c(COc2ccc(Cl)cc2)nnc1SCC(=O)Nc1ccc2c(c1)OCO2
i | 16 | -2.7 | NC(=O)C1CCN(C(=O)Cc2ccsc2)CC1
i | 9 | -1.1 | O=C(NCCCN1CCCC1=O)c1ccc(S(=O)(=O)Nc2ccccc2)cc1
i | 2 | -1.3 | COCCCNC(=O)CN(c1ccc(F)cc1)S(=O)(=O)c1ccc2c(c1)OCCO2
i | 4 | 0.8 | COc1ccc(C(=O)Nc2ccc3c(c2)C(=O)NC3=O)cc1
i | 7 | -0.1 | C=CCN(CC=C)S(=O)(=O)c1ccc(C(=O)Nc2sc3c(c2C(N)=O)CCCCC3)cc1
nt | 6 | 0.3 | Cc1cc(NC(=O)CSCC(=O)Nc2nc3ccccc3s2)no1
i | 21 | 6.9 | COC(=O)c1ccc(NC(=O)c2cccc(OC)c2)cc1

(next part)
KCNQ2 inh | OX1R FRET antag | STK33 inh | structure
i | 15 | -1.7 | O=C(NNS(=O)(=O)c1ccc(F)cc1)c1ccc([N+](=O)[O-])cc1
i | 29 | 0.3 | CCOC(=O)c1ccccc1NC(=O)CN(c1cccc(OC)c1)S(C)(=O)=O
i | 23 | 0.4 | COc1ccc(OCC(=O)N2CCN(C(=O)c3ccccc3)CC2)cc1
i | 16 | -0.9 | COc1ccc(CCNC(=O)CCNS(=O)(=O)c2cc(Br)cnc2N)cc1OC
i | 12 | -1.8 | Cc1nn(-c2ccc(F)cc2)c(C)c1NS(=O)(=O)c1ccc(Cl)cc1
i | 8 | -1.7 | O=C(c1ccc2c(c1)OCO2)N(c1ccc(Cl)cc1)C1C=CS(=O)(=O)C1 (stereo not given)
i | 20 | -0.9 | CC(C)NC(=O)NC(=O)COC(=O)c1ccccc1O
i | -4 | -1.9 | CCc1ccc(OCC(=O)N(C)C)c(Br)c1
i | 33 | -1.8 | COc1ccc(-c2nsc3c(N4CCCCC4)ncnc23)cc1
i | 25 | -1.2 | CN(CC(=O)Nc1cccc(F)c1)C(=O)c1ccc(N2CCCCCC2)c([N+](=O)[O-])c1
i | 9 | 0.0 | Cc1ccc2oc(=O)cc(CN3CCCCC3)c2c1
i | 19 | 1.7 | Cc1ccccc1Cn1nc(C)c(NC(=O)c2ccccc2)c1C
i | 25 | 0.0 | O=C(Nc1cccn(Cc2c(Cl)cccc2Cl)c1=O)c1ccccc1Cl
i | 7 | 0.6 | CCOC(=O)N1CCN(c2c(N3CCN(c4ccccc4F)CC3)c(=O)c2=O)CC1
i | 11 | -0.4 | Nc1nnc(Sc2ccc(Cl)cc2[N+](=O)[O-])s1
i | 15&9 | -1.4&-0.7 | C=CCn1c(SCCCC)nc(O)cc1=O
i | 7 | 0.4 | COc1ccccc1C(=O)NCCNc1ccc([N+](=O)[O-])cc1Cl

Individual results from the entries so far.
Value of `CC(C)NC(=O)NC(=O)COC(=O)c1ccccc1O` in STK33 inh: -0.9
Value of `COc1ccc(-c2nsc3c(N4CCCCC4)ncnc23)cc1` in OX1R FRET antag: 33
Value of `CN(CC(=O)Nc1cccc(F)c1)C(=O)c1ccc(N2CCCCCC2)c([N+](=O)[O-])c1` in OX1R FRET antag: 25
Value of `Nc1nnc(Sc2ccc(Cl)cc2[N+](=O)[O-])s1` in OX1R FRET antag: 11

Screening data as filed in PubChem BioAssay.
